Screening results deposited in PubChem by several laboratories.
P. falciparum M1AAP: malaria alanyl aminopeptidase activity blockers – biochemical, fluorogenic H-Leu-NHMec substrate, 1536-well (AID 1445) | 220,000 compounds, 0.42% hits | recombinant M1AAP, H-Leu-NHMec fluorogenic kinetic assay; higher % means a stronger effect | inhibition, % at 30 µM, or IC50 in µM where a hit was titrated;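 active = primary inhibition above the hit cutoff, then over 50% inhibition at one or more dose response concentrations, cut at about 23% in these data, passing the limit was not always enough; inconclusive = conflicting primary data, or primary hits not chosen for dose response; inactive = low primary inhibition, or under 50% at every dose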;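 also: plate controls were DMSO full reaction for no effect and no enzyme background for full effect; strong numbers were not always called active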
CSM14.1 death rescue: rescue of cells from ER stress-induced death, primary screen, 384-well, CSM14.1, thapsigargin, ATP luminescence (AID 1222); CSM14.1 thapsigargin-induced death rescue, ATP luminescence; higher % means a stronger effect; cellular ATP content (survival), % at 20 µM; hits with a dose series show EC50 in µM; 190,000 tested, under 10 active;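 active = EC50 below 50 µM in the dose-response confirmation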;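 also: death triggered by thapsigargin at about 15 µM added after 2 h compound pretreatment; cell ATP read after overnight thapsigargin exposure of roughly 18 to 22 hours; normalized against plate controls of thapsigargin alone and 5% DMSO vehicle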
Myeloid diff 2: myeloid differentiation induction | ER-HoxA9 myeloid progenitors, lysozyme-GFP differentiation, flow cytometry | calls only at 10 µM | 360,000 compounds, 1% hits | AID 624256;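 active = normalized GFP-positive differentiation at or above the plate's own cutoff, the solvent-only control mean plus 3 SD; inconclusive = no clear call, values can overlap the other calls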;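 also: cells exposed to compound for four days before flow analysis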
human PMI inhibition: inhibitors of human PMI, primary screen, biochemical, fluorescence intensity, coupled assay (AID 1209). purified PMI enzyme, coupled fluorescence intensity; higher % means a stronger effect. inhibition, % at 20 µM; hits with a dose series show IC50 in µM. 190,000 compounds, 0.42% hits;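 also: plate controls were DMSO vehicle for no effect and wells lacking substrate for full effect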
P. falciparum M17LAP: P. falciparum M17LAP inhibitors, primary screen, biochemical, fluorogenic H-Leu-NHMec substrate, 1536-well (AID 1619); 220,000 compounds, 0.38% hits; inhibition, % at 30 µM, or IC50 in µM where a hit was titrated; recombinant M17LAP, H-Leu-NHMec fluorogenic kinetic assay; higher % means a stronger effect;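 active = compound inhibiting the enzyme by more than half at any dose during confirmatory dose-response retesting; inconclusive = strong single-dose inhibitors picked by rank but not retested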;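 also: plate controls were full reaction with DMSO carrier for no effect and no enzyme background for full effect; strong numbers were not always called active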
XIAP antagonists: small molecules displacing peptide from XIAP – biochemical, IAP family, fluorescence polarization (AID 1018); 200,000 compounds, 0.007% hits; one-dose displacement, % at 20 µM; IC50 in µM for titrated hits; XIAP BIR domain, fluorescence polarization peptide displacement; higher % means a stronger effect; in the data active = displacement above about 50%; also: a part of the inactive calls stands beside numbers as strong as those of hits
PMI inhibition: MPI inhibition at elevated mannose 6-phosphate – biochemical, fluorescence intensity, high mannose 6-phosphate, primary screen (AID 1220) | recombinant PMI enzyme, coupled fluorescence intensity; higher % means a stronger effect | inhibition, % at 20 µM, or IC50 in µM where a hit was titrated | 190,000 compounds, 0.66% hits
LYP inhibition: inhibitors of LYP phosphatase, biochemical, fluorescence intensity, uHTS (AID 1779); inhibition, % at 11.5 µM, or IC50 in µM where a hit was titrated; 290,000 compounds, 0.054% hits; recombinant LYP phosphatase, fluorescence intensity; higher % means a stronger effect;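 also: plate controls were vehicle with enzyme for no effect and no enzyme for full effect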
TNAP activators: stimulation of alkaline phosphatase TNAP activity – biochemical, luminescent, no phosphate acceptor, uHTS, primary screen (AID 1001). activation fold at 20 µM, or EC50 in µM where a hit was titrated. 200,000 compounds, 0.03% hits. purified TNAP, luminescent activation assay, no phosphate acceptor; higher activation fold means a stronger effect; in the data active = activation fold from about 3, or a potency from the dose series; inactive = the rest, 99 in 100 with activation fold below about 1.6; also: many of its hits are not listed in these tables
Myeloid diff 2 GFP+ MAC1+ %: also measured in Myeloid diff 2; calls as there; GFP+ MAC1+ double positive, %; measured here: differentiation confirmed by MAC1 staining
* hit, by the source's call; i = inactive; ? = inconclusive; . = no result given. Rule as the data show it, unless noted: active = inhibition above about 50%; inactive = the rest.

SMILES	TNAP activators	P. falciparum M1AAP	P. falciparum M17LAP	Myeloid diff 2	XIAP antagonists	LYP inhibition	human PMI inhibition	Myeloid diff 2 GFP+ MAC1+ %	CSM14.1 death rescue	PMI inhibition
CCCCCn1c(Sc2ccccc2)nc2c1c(=O)[nH]c(=O)n2C	1.1	4.7%	9.4%	i	-6.3%	1.8%	3.6%	2.1	-0.2%	4.1%
Nc1nc(CN2CCCCCC2)nc(Nc2ccccc2)n1	1.1	5.0%	8.8%	i	-7.8%	-1.7%	3.1%	0.8	-0.8%	8.5%
C/C(=N\NC(=O)c1cccc(N2CCCC2=O)c1)c1ccc(N)cc1	1.1	2.7%	12.7%	i	-4.7%	8.7%	-5.7%	0.0	-0.9%	-3.4%
COC(=O)c1cc(=O)nc2scc(C)n12	1.1	-3.6%	-17.2%	?	-3.8%	-6.0%	-0.2%	.	0.7%	-8.6%
O=C1c2ccccc2C(=O)N1CC(=O)N1c2ccccc2CCc2ccccc21	1	7.1%	-0.8%	i	-2.9%	-0.8%	3.5%	1.1	-1.1%	9.2%
CN(Cc1cn(C)nc1-c1ccccc1F)CC1CCN(Cc2ccccc2)CC1	.	3.1%	7.0%	i	.	-3.9%	.	0.3	.	.
CC(C)(C)C(=O)NNC(=O)c1cc(C(C)(C)C)nn1Cc1ccccc1	.	1.0%	10.2%	i	.	-8.2%	.	0.7	.	.
COc1cc(C(=O)OCCc2c(C)nc3nc[nH]n3c2=O)cc(OC)c1OC	1	1.5%	13.3%	i	-4.1%	-7.7%	-3.7%	0.0	0.9%	7.2%
Cc1ccc(-c2nnn(CC(=O)N(c3ccc(F)cc3)C(C(=O)NC3CCCC3)c3ccco3)n2)o1 (stereo not drawn)	1.1	-7.9%	2.5%	i	-0.1%	-7.5%	-1.4%	5.0	0.4%	-0.5%
O=C(COC(=O)CCSc1ccccc1Cl)Nc1ccc(F)cc1F	1.3	11.8%	4.7%	i	-0.4%	-4.0%	13.5%	0.6	-1.0%	3.3%
O=C(NCCc1ccc(F)cc1)c1cc(=O)c2ccccc2o1	1.1	-0.3%	-4.3%	i	-3.1%	-2.6%	-0.7%	0.5	-0.5%	4.8%
Cc1cc2c(=O)n(C)c(SCC(=O)c3cc4ccccc4o3)nc2s1	1	-8.8%	-1.0%	i	-2.0%	4.7%	7.0%	1.1	5.7%	-6.3%
O=C(CSc1ccc([N+](=O)[O-])cn1)Nc1ccc2c(c1)OCCO2	1.1	5.3%	6.4%	i	-4.8%	6.6%	-6.0%	0.4	-0.5%	-6.2%
Cc1ccc(C)c(CN2CCNC2=O)c1	1.1	11.2%	-8.6%	i	0.1%	-4.6%	-2.7%	4.4	-2.4%	-0.9%
CCC(C)(NC(=O)c1ccccc1)C(=O)O (stereo not drawn)	1.1	4.0%	2.9%	i	-0.9%	-4.7%	-10.5%	1.2	3.7%	-4.4%
CCOC(=O)C1(Cc2ccc(Cl)cc2)CCN(C(=O)c2cscn2)CC1	1.1	-0.2%	-26.7%	i	-4.5%	-8.7%	1.8%	0.9	2.0%	1.9%
O=C(CSc1nnc(-c2ccc(F)cc2)c2ccccc12)Nc1ccccc1Cl	1.1	5.3%	-0.4%	i	1.4%	2.8%	5.4%	0.9	-1.3%	-5.2%
COc1ccc(Nc2oc(COc3ccc(C)cc3)nc2C#N)cc1	1	0.0%	11.9%	i	-2.1%	0.0%	19.5%	0.6	0.3%	19.6%
CCOc1cc(/C=N/NC(=O)CCn2nc(C)cc2C)ccc1O	.	-1.9%	6.3%	i	.	3.0%	.	0.4	.	.
Cc1ccc2cc(C#N)c(SCC(=O)NCC3CCCO3)nc2c1C (stereo not drawn)	1.1	.	.	.	7.2%	-1.4%	-4.4%	.	-1.6%	0.3%
O=C(CCCC(=O)N(CC(=O)NC1CCCC1)Cc1ccc2c(c1)OCO2)Nc1ccccn1	0.9	8.7%	-5.5%	i	-4.4%	0.7%	-0.7%	0.8	-0.7%	2.4%
COc1ccccc1C1c2c(C)nn(-c3ccccc3)c2NC(=O)C1NC(=O)c1ccccc1 (stereo not drawn)	1.1	9.6%	-0.9%	i	-16.0%	-4.6%	-3.2%	0.4	-2.5%	-4.3%
COC(=O)c1sccc1NC(=O)/C=C/C(=O)O	1.2	11.7%	-1.3%	i	-0.4%	-1.2%	-20.8%	0.6	0.6%	-9.4%
CCN(CC)CCCNC(=O)C1CCC(=O)N(c2ccc(OC)cc2)C1c1ccc(F)cc1 (stereo not drawn)	1.1	-0.7%	0.3%	i	-4.0%	-9.0%	1.4%	0.7	-1.4%	-5.9%
O=c1[nH]c(=S)c2c(n1-c1ccccc1)CCC2	0.9	8.1%	-2.4%	i	-4.0%	1.1%	-16.2%	7.2	-2.4%	-35.8%
COc1ccc(CCC(=O)N(c2nnc(-c3cccnc3)s2)C(C)C)cc1	1.1	.	.	i	-5.2%	-0.3%	-19.8%	0.0	9.4%	-17.5%
O=Cc1cn(CCC(=O)O)nc1-c1cc2ccccc2o1	1	2.2%	16.0%	i	-6.5%	-3.4%	-4.3%	0.8	-3.3%	9.9%
CCCCCCCOC(=O)c1ccc(OC(=O)c2cccnc2)cc1	1.1	-2.5%	5.5%	i	-5.3%	-0.2%	23.1%	3.6	-1.6%	16.1%
CSc1nc(O)c(/C=C2\C=Nc3ccccc32)[nH]1	1	-3.1%	-2.1%	i	-12.8%	-4.6%	2.5%	0.1	-9.9%	4.6%
COC(=O)c1ccccc1NC(=O)C1CCCN(S(=O)(=O)c2ccc(F)cc2)C1 (stereo not drawn)	1	7.0%	4.3%	i	-11.3%	4.0%	14.9%	1.0	0.5%	13.6%
CCCCOC(=O)CN1C(=O)c2ccc(C(=O)OCCCC)cc2C1=O	1	-7.3%	-9.2%	i	-6.2%	4.0%	9.6%	1.0	-2.7%	0.0%
O=c1[nH]c2cc3c(cc2cc1CN(CC1CCCO1)S(=O)(=O)c1ccc(Cl)cc1)OCCO3 (stereo not drawn)	1.1	0.1%	-15.4%	i	-9.3%	-3.4%	1.2%	1.2	-0.9%	0.1%
COc1cccc(C(=O)/C=C/Nc2ccc(S(=O)(=O)Nc3ncccn3)cc2)c1	1.1	1.9%	12.3%	i	-0.9%	8.2%	-17.7%	1.2	-2.6%	-12.8%
O=C(Nc1ccncc1)Nc1ccc(F)c(Cl)c1	1.1	-3.5%	-1.0%	i	-3.6%	-5.5%	16.0%	0.7	0.0%	14.4%
C/C(=N\NC(=O)CSc1ncccn1)c1ccc2c(c1)OCCO2	1.1	4.0%	26.1%	i	-7.2%	-6.3%	7.6%	0.6	-0.3%	9.4%
COc1ccc2[nH]c(C)c(C(=O)CN3CCN(C(=O)c4ccco4)CC3)c2c1	1.1	2.5%	5.6%	i	-9.7%	-2.8%	5.2%	0.6	-0.9%	1.2%
C/C(Cc1ccccc1)=N\NC(=O)CNC(=O)c1ccc(C(C)(C)C)cc1	1	6.6%	2.4%	i	-3.8%	0.0%	10.1%	0.3	-2.2%	8.4%
CCOCCCNC(=O)c1c[nH]c2cc(OC)ccc2c1=O	1	1.3%	10.7%	i	-1.4%	-2.1%	2.0%	1.4	-1.9%	-2.1%
CN(C)/C=C1\SC(=S)N(N2C(=O)C3C4C=CC(C4)C3C2=O)C1=O (stereo not drawn)	1	1.8%	11.7%	i	-8.2%	-3.9%	1.1%	0.2	0.2%	2.1%
CCN(CC)c1ccc(NC(=O)CSc2nc3ccccc3c(=O)n2-c2cc(S(=O)(=O)N(C)C)ccc2C)cc1	1	-3.9%	-13.0%	i	-8.4%	10.0%	31.0%	1.1	-0.5%	27.6%
COc1ccc(C(=O)N(CCCO)Cc2cc3c(C)ccc(C)c3[nH]c2=O)cc1OC	1.1	4.2%	5.8%	i	-6.1%	-0.8%	16.5%	0.4	-1.3%	13.7%
Cc1csc(NC(=O)c2cc(-c3ccco3)nc3ccccc23)n1	1.1	14.0%	-0.2%	i	-13.2%	0.7%	14.5%	0.4	-3.1%	11.2%
COc1ccc(C2=NOC(C(=O)NCc3cccs3)C2)cc1 (stereo not drawn)	1.1	4.3%	1.4%	i	-1.8%	-3.8%	0.4%	1.1	-1.3%	-6.3%
O=C(Nc1ccc2c(c1)OCO2)c1ccc(N2CCCC2)c([N+](=O)[O-])c1	1	4.3%	-11.9%	i	-7.3%	0.4%	18.0%	0.6	-2.8%	17.0%
O=C(O)CCC(=O)N1N=C(c2c(-c3ccccc3)c3cc(Cl)ccc3[nH]c2=O)CC1c1cccs1 (stereo not drawn)	1	5.76µM*	17.8%	i	-5.9%	3.0%	-10.1%	0.2	-1.1%	-7.0%
CC(C)NC(=S)Nc1ccc2cn[nH]c2c1	1.1	4.6%	50.6%	i	-5.5%	-6.3%	12.1%	1.0	4.6%	41.6%
COc1ccc(NC(=O)c2cc(SC)ccc2Cl)cc1	1.1	5.3%	10.1%	i	-1.3%	0.9%	2.3%	0.4	0.4%	-8.5%
COC(=O)c1c(N2C(=O)CC(Sc3ccccc3C(=O)O)C2=O)sc(C)c1C (stereo not drawn)	0.9	4.2%	-5.2%	i	-6.8%	-3.6%	-16.2%	0.0	-1.5%	-44.4%
O=C(CCC1CCCN(C(=O)c2ccc3cc[nH]c3c2)C1)NCc1ccc(F)c(F)c1 (stereo not drawn)	1.1	33.1µM*	12.3%	i	1.7%	-1.9%	6.9%	0.9	2.0%	2.4%
O=[N+]([O-])c1c(NCc2ccco2)ccc2nonc12	.	19.5%	14.0%	i	.	1.6%	.	0.5	.	.
CC(C)c1ccc(NC(=O)NN2CCOCC2)cc1	1.1	3.6%	1.6%	i	-2.3%	-3.9%	-6.1%	0.3	-1.3%	-1.2%
CCCOc1ccc(C(=O)Nc2ccc(Cl)cn2)cc1	0.9	6.3%	-5.4%	i	-3.9%	2.1%	1.6%	0.3	-1.8%	5.0%

Exported with values under each structure: 2 of the compounds above.
The line under a structure holds: TNAP activators | P. falciparum M1AAP | P. falciparum M17LAP | Myeloid diff 2 | XIAP antagonists | LYP inhibition | human PMI inhibition | Myeloid diff 2 GFP+ MAC1+ % | CSM14.1 death rescue | PMI inhibition
Cc1csc(NC(=O)c2cc(-c3ccco3)nc3ccccc23)n1
  1.1 | 14.0% | -0.2% | i | -13.2% | 0.7% | 14.5% | 0.4 | -3.1% | 11.2%
COc1ccc(C2=NOC(C(=O)NCc3cccs3)C2)cc1 (stereo not drawn)
  1.1 | 4.3% | 1.4% | i | -1.8% | -3.8% | 0.4% | 1.1 | -1.3% | -6.3%

No enrichment for hits; any-hit rate near 2.7%.
